Rac1 wt modul: wildtype Rac1 GTP binding modulators, primary screen, biochemical, GST-Rac1 beads, flow cytometry, multiplex; AID 757, 2007; 190,000 compounds, 0.27% hits; fluorescent GTP binding; actives lie on both sides; 0 = cold GTP competed, 100 = untreated; GTP binding activity (% of control), % at 10 µM;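 active = GTP binding activity at least 20 points away from the 100% control level, either lower or higher; inconclusive = compound flagged as likely green fluorescent, judged across all proteins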
Pf gametocyte: late stage P. falciparum gametocyte viability inhibitors, primary screen, ATP luminescence, HTS; inhibition, % at 10.9 µM; 150,000 compounds, 0.065% hits; P. falciparum stage V gametocytes, 24 h;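 active = inhibition above the mean plus 3 SD of compounds within the control limits, set per campaign, cut at about 38% in these data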;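 note: 0% = DMSO wells and 100% = medium only without gametocytes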
ABCG2 block: ABCG2 efflux pump inhibitors, primary screen, multiplex with ABCB1, IgMXP3 cells, flow cytometry. Broad substrate specificity ATP-binding cassette transporter ABCG2 (Homo sapiens), Q9UNQ0. JC-1 efflux. inhibition, % at 6.6 µM. 190,000 compounds, 0.1% hits. AID 1325, 2008;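 active = inhibition above 80%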;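 note: 0% = DMSO and 100% = nicardipine control wells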
Target sequence (Q9UNQ0 whole entry, looked up): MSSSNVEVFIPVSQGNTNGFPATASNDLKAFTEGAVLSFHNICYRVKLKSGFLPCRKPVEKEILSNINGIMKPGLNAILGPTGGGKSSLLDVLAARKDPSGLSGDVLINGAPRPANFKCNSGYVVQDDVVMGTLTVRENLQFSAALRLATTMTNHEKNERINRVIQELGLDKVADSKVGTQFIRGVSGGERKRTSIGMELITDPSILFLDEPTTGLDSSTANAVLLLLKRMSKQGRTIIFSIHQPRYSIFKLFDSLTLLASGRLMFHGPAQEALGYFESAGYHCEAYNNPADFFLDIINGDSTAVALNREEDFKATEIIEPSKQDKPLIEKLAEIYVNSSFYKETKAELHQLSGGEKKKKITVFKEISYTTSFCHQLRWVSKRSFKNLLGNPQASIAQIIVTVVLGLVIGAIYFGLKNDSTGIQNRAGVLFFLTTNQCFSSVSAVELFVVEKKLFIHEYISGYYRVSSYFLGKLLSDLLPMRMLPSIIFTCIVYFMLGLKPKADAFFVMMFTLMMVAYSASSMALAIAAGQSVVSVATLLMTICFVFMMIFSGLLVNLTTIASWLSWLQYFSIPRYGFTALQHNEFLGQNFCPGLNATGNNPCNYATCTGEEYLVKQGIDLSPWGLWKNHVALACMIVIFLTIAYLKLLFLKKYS
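Test system: IgMXP3 (ABCG2) plus far-red-tagged CCRF-Adr (ABCB1) cells / Amount: 3 million cells/mL in well / Reagent: JC-1 transporter substrate / Timing: 10 min compound exposure, 25 °C / Signal: flow cytometry, 530 nm JC-1 signal / Read-out: percent efflux inhibition, scaled nicardipine 100% to DMSO 0% / Benchmarks: nicardipine as high control, DMSO as low control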
Rab7 wt modul: modulators of GTP binding to Rab7, primary screen, biochemical, wildtype, multiplex bead flow cytometry; AID 758, 2007; GST-Rab7 beads, fluorescent GTP binding; actives lie on both sides; untreated = 100%, excess cold GTP = 0%; 190,000 compounds, 0.055% hits; GTP binding activity (percent of control), % at 10 µM; Rab7 GTPase wild type (dog), Bodipy-FL-GTP binding;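 active = fluorescent GTP binding to Rab7 beads changed by at least 20 points from the 100% baseline, either direction, mostly lower; inconclusive = compound itself probably fluorescent, or too few beads counted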;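 note: median green fluorescence of bound Bodipy-FL-GTP per Rab7 bead population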
Mcl1-Noxa inh: Mcl-1/Noxa binding inhibitors, primary screen, biochemical, TR-FRET, 1536-well; Induced myeloid leukemia cell differentiation protein Mcl-1 (Homo sapiens), Q07820; TR-FRET Mcl-1/Noxa peptide binding, 2 h; inhibition, % at 21.7 µM; 220,000 compounds, 1.5% hits;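 active = compounds that cut the protein-peptide binding signal by more than 50% relative to plate controls in a single-dose test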;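 note: His-tagged Mcl-1 with rhodamine Noxa BH3 peptide and terbium anti-His antibody; 0% = Mcl-1 plus Noxa peptide wells and 100% = peptide-only wells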
Target sequence (Q07820 whole entry, looked up): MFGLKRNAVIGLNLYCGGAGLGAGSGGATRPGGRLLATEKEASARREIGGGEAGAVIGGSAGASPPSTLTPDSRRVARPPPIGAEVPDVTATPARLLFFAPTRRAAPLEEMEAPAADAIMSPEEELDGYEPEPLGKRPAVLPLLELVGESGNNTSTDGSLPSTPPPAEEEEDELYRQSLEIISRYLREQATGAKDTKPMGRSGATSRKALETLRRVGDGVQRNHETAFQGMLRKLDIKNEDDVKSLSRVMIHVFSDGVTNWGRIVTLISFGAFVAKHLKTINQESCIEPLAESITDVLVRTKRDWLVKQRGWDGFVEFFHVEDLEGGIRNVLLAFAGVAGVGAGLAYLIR
HRas wt GTP bind: modulators of GTP binding to HRas wildtype, primary screen, biochemical, bead-based flow cytometry, multiplex; GTP binding activity, % at 10 µM; GST-Ras wt beads, Bodipy-FL-GTP binding; actives lie on both sides; GTPase HRas (Homo sapiens), P01112; 190,000 compounds, 0.14% hits;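 active = GTP binding activity at least 20% away from the 100% baseline, either lowered as inhibitor or raised as activator; inconclusive = flagged as likely green fluorescent, judged across all proteins in the well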;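 note: 0% = unlabeled GTP competition control and 100% = no-compound control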
Cdc42 wt GTP: modulators of GTP binding to wildtype Cdc42, primary screen, biochemical, multiplex bead flow cytometry, Bodipy-GTP; GST-Cdc42 beads; actives lie on both sides; percent activity (GTP binding), % at 10 µM; Cell division control protein 42 homolog (Homo sapiens), P60953; AID 761, 2007; 190,000 compounds, 0.2% hits;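 active = percent activity GTP binding at least 20 points away from the 100% baseline, either down as inhibitor or up as activator; inconclusive = compound flagged as likely green fluorescent from well-wide comparison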;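 note: median bead fluorescence of bound Bodipy-FL-GTP at 100 nM; 0% = excess unlabeled GTP control and 100% = no compound control; below 100% means less GTP binding so inhibitor and above means activator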
Rac1 mut GTP: GTP binding modulators of activated mutant Rac1, primary screen, biochemical, bead-based flow cytometry, multiplex, fluorescent GTP; 190,000 compounds, 0.11% hits; GST-Rac1 activated beads; actives lie on both sides; 100% means binding = to untreated wells; percent activity (GTP binding), % at 10 µM; Ras-related C3 botulinum toxin substrate 1 (Homo sapiens), P63000; AID 764, 2007;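 active = GTP binding at least 20 percentage points away from the 100% baseline, in either direction, so actives lie on both sides; inconclusive = Compound likely fluorescent itself, or too few beads counted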
ABCB1 inh: ABCB1 efflux pump inhibitors, primary screen, cell-based, multiplex, flow cytometry, ABCG2 counter-screen; ATP-dependent translocase ABCB1 (Homo sapiens), P08183; CCRF-Adr cells, JC-1 efflux; inhibition, % at 6.6 µM; 190,000 compounds, 0.067% hits; in the data active = inhibition above about 40%;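 note: 0% = vehicle and 100% = reference inhibitor; higher value means more JC-1 retained so stronger ABCB1 efflux block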
Avidin fluor: green autofluorescence of compounds with avidin beads – biophysical, 488/530 nm, flow cytometry, artefact control, profiling panel. compound fluorescence 488/530 nm; hits give high values. fluorescence (KMESF) at 10 µM. 220,000 compounds, 0.38% hits. AID 1775, 2009; in the data active = fluorescence above about 47; note: inactives centre near 10
Rab2 wt GTP: modulators of GTP binding to Rab2A wildtype, primary screen, biochemical, dog, bead-based flow cytometry, multiplex; AID 760, 2007; GTP binding activity, % at 10 µM; 190,000 compounds, 0.19% hits; GST-Rab2 wt beads, Bodipy-GTP binding;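 active = GTP binding activity at least 20 points away from 100%, either lowered or raised; inconclusive = signal likely due to the compound's own green fluorescence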;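 note: 0% = beads with excess unlabeled GTP and 100% = no-compound control corrected for plate trend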
An asterisk follows results filed as active; ? = inconclusive; . = not tested or not shown.

#	canonical_smiles	Rac1 wt modul	Pf gametocyte	ABCG2 block	Rab7 wt modul	Mcl1-Noxa inh	HRas wt GTP bind	Cdc42 wt GTP	Rac1 mut GTP	ABCB1 inh	Avidin fluor	Rab2 wt GTP
1	O=C(CSc1nnc2ccccn12)NC(=O)Cc1ccccc1	102	.	3	101	20	97	98	97	0.7	11	98
2	O=C(NCc1cccc(F)c1)c1noc2c1CCCC2	95	.	3	98	-9	96	96	95	0.8	7	97
3	FC(F)(F)c1cc(-c2ccco2)nc(NCc2cccnc2)n1	101	1	26	96	11	96	100	97	3.2	8	96
4	Cn1c(C(C#N)C(=O)c2ccco2)nc2ccccc21 (centres undefined)	103	-8	4	96	-1	100	100	98	1.0	10	99
5	CCN(CC)C(=O)CP(=O)(c1ccccc1)c1ccccc1	99	15	1	100	-10	98	98	97	0.3	5	97
6	CCOC(=O)c1ccc(NC(=O)c2ccccc2)cc1	102	.	5	98	13	101	101	100	0.8	39	99
7	Cc1ccc(SC(C)C(=O)Nc2ccc(S(=O)(=O)N3CCOCC3)cc2)cc1 (centres undefined)	110	-3	16	100	-5	104	106	100	0.7	26	102
8	CC(=O)Nc1ccc(C)c([N+](=O)[O-])c1	101	5	11	101	-3	98	98	94	0.2	11	96
9	Clc1ccc(CSc2nnc(-c3ccc4c(c3)OCO4)o2)cc1	?	9	1	?	-7	?	?	?	0.1	13	?
10	O=C(COC(=O)c1cc(NS(=O)(=O)c2cccs2)ccc1O)Nc1ccc(F)c(F)c1F	94	.	2	97	8	92	93	91	0.3	9	93
11	CC(C)=CC(=O)OCC(=O)Nc1cc([N+](=O)[O-])ccc1F	102	-67	44	100	4	101	100	100	-0.2	21	99
12	O=C(/C=C/Nc1ccc(OC(F)(F)F)cc1)C(F)(F)F	105	-4	2	98	-2	101	104	100	0.4	12	101
13	CCOC(=O)c1oc2ccc(S(=O)(=O)n3nc(-c4ccc(OC)cc4)cc3N)cc2c1C	99	.	-2	92	12	94	94	95	0.1	3	93
14	c1ccc(CNc2nc(NCc3ccco3)nc(N3CCOCC3)n2)cc1	103	11	9	110	19	100	98	97	0.4	10	100
15	CC1CCN(S(=O)(=O)c2cc([N+](=O)[O-])ccc2Cl)CC1	100	8	5	100	14	96	96	98	3.0	14	98
16	COC(=O)c1c(NC(=O)CN2CCCc3ccccc32)sc(C)c1C	105	-20	-8	98	-3	103	101	102	-0.1	8	101
17	COC(=O)c1cc(CNC(=O)c2ccccc2Cl)ccc1OC	106	.	13	101	7	102	105	102	0.6	10	100
18	CN(CC(=O)O)S(=O)(=O)c1cc(Cl)ccc1Cl	98	0	2	97	16	97	99	95	0.1	4	96
19	c1ccc(-c2ccnc3nc(-n4cccc4)nn23)cc1	105	.	17	99	32	99	101	97	0.6	10	99
20	Cc1nnc(SCC(=O)Nc2nc3ccccc3s2)n(N)c1=O	102	1	1	94	2	99	99	100	-0.1	6	97
21	COc1ccc(-c2nnc(SCC(=O)N3CCOCC3)o2)cc1	103	.	1	102	4	99	100	98	-0.1	5	99
22	Cc1ccn2c(-c3n[nH]c(=S)n3C)c(C)nc2c1	102	-11	1	95	54*	98	100	99	0.4	5	97
23	Cn1c(=O)c2c(nc(SCC(=O)c3ccccc3F)n2C)n(C)c1=O	98	.	-4	98	-5	96	101	95	-2.4	11	100
24	CC(CCc1ccccc1)NC(=O)CSc1ccccn1 (centres undefined)	96	-26	7	106	12	98	97	93	2.0	8	99
25	CC(=O)N1CCN(C(=O)Cn2c(=O)oc3ccccc32)CC1	102	8	1	95	3	99	99	97	0.3	9	99
26	Cc1cc(O)ccc1Nc1nc(-c2sc(N)nc2C)cs1	98	.	-5	99	32	95	95	97	-1.1	11	95
27	CN(C(=O)c1cc2sccc2n1C)C1CCCCC1	102	.	-1	101	-3	102	99	99	-0.2	14	100
28	O=C(CCc1nnc(CCC2CCCCC2)o1)NCc1ccon1	100	12	1	104	3	99	96	95	-0.2	2	100
29	O=C(O)/C(=C1/OC(=O)c2ccccc21)c1ccccc1	98	.	-3	98	1	97	97	97	-2.2	5	97
30	COCCNC(=O)/C(C#N)=C/c1ccc(C(=O)O)cc1	92	-10	7	100	8	97	96	94	0.1	9	97
31	CCOC(=O)C1CCCCN1Cc1cc(Cl)ccc1O (centres undefined)	96	.	0	99	12	99	100	96	0.1	13	98
32	CC(C)C(=O)NNC(=O)CSc1nc(C2CCCCC2)nc2ccccc12	99	-21	4	99	6	96	99	97	0.8	11	97
33	Cc1cc(C)c2c(c1)c(C)cc1nnc(SCC(=O)c3cccs3)n12	101	.	24	103	-3	100	100	98	2.6	15	101
34	C/C(=C\C(=O)c1ccccc1)NCc1ccc(F)cc1	90	-5	9	94	.	94	93	90	0.4	12	93
35	COC(C(=O)Nc1ccccc1F)c1ccccc1 (centres undefined)	100	-7	4	99	8	99	99	101	0.1	8	100
36	COc1ccc2c(-c3ccccc3)cc(SCC(=O)N(C)C)nc2c1	102	27	13	104	6	100	96	100	2.1	10	99
37	CN1CCN(c2ccccc2NC(=O)c2ccc([N+](=O)[O-])cc2Cl)CC1	96	.	20	103	14	96	93	94	1.9	11	98
38	O=C(c1cccc(F)c1F)N1CCCC1	103	20	1	95	12	98	102	99	0.4	23	97
39	CC(C)C(c1nnnn1Cc1ccc(F)cc1)N1CCN(C(=O)c2ccco2)CC1 (centres undefined)	108	-17	0	100	-3	104	105	102	0.3	23	103
40	COCCSc1nnc(-c2cccc(C#N)c2)n1C	102	22	5	100	8	104	101	98	0.9	21	99
41	C/C(N)=C(\C#N)C(=O)NCc1ccccn1	103	.	2	105	-5	102	102	97	0.6	21	103
42	COc1ccc(C(=O)Nc2sc(C)c(C)c2CN2CC(C)OC(C)C2)cc1 (centres undefined)	102	-12	-6	100	6	99	98	98	-0.6	15	98
43	CCOc1ccc(S(=O)(=O)NCc2ccco2)cc1	103	11	0	101	-6	103	103	99	0.1	8	103
44	O=C(NNc1nc(-c2ccc(Br)cc2)cs1)c1ccco1	98	12	-1	97	10	95	94	94	-0.6	9	95
45	Cc1ccc2[nH]c3c(c2c1)CN(C(=O)CN1CCN(c2ccccc2F)CC1)CC3	99	.	3	95	-4	99	100	98	0.7	3	98
46	CC(=O)Nc1ccc(C(=O)NCCc2ccccc2)cc1	104	1	11	102	6	99	98	98	0.3	2	98
47	COc1ccc(Nc2nc(Cl)nc(Nc3ccc(OC)cc3)n2)cc1	103	.	23	103	14	99	97	96	-1.0	8	102
48	CCOc1cc(/C=N/NC(=O)CNc2ccc(C)cc2)ccc1OC(=O)c1ccccc1	103	.	3	98	-23	100	103	99	-0.7	14	100
49	CCCOc1ccc(CSc2nc3ccccc3[nH]2)cc1	102	3	0	96	14	99	100	98	-0.1	5	101
50	C=CCc1c(C)nc(-c2ccccc2)nc1N/N=C/c1ccncc1	103	8	11	110	16	101	94	100	0.6	9	102
51	O=C(/C=C/c1ccccc1Cl)Nc1cccc(O)c1	100	.	1	106	25	99	97	96	-0.1	7	101
52	COc1ccc(N2CCN(c3ccc(N4C(=O)COCC4=O)cc3[N+](=O)[O-])CC2)cc1	103	13	35	100	12	100	103	98	2.6	8	103
53	O=C(O)COc1ccc(/C=C2\SC(=Nc3ccccc3)N(c3ccccc3)C2=O)cc1	98	2	-1	102	4	95	92	94	-0.5	26	97
54	Cc1nn(C)c(C)c1NC(=O)c1cnn2c(C(F)F)cc(-c3ccccc3)nc12	97	.	-4	98	12	96	101	98	-1.8	11	98
55	N/C(Cc1ccc(Cl)cc1)=N\OC(=O)C1CCCCC1	100	-8	21	92	-4	96	98	96	4.5	14	96
56	CS(=O)(=O)N(CC(=O)Nc1ccccc1C(=O)N1CCOCC1)c1ccc2c(c1)OCO2	101	.	3	98	-9	98	100	99	1.9	12	99
57	Cc1ccc(-c2nc(NCc3cccnc3)c3ccccc3n2)cc1	93	.	37	95	7	94	90	96	26	14	94
58	COc1ccc(OCCCC(=O)Nc2nncs2)cc1	102	.	6	96	-40	100	97	99	-0.8	19	104
59	Cc1ccc(OCCCCn2cnc3ccccc32)cc1	93	16	2	105	27	93	96	93	0.3	10	95
60	CC(C)CCNC(=O)C(c1ccncc1)N(Cc1cccs1)C(=O)Cn1nnc(-c2ccc(F)cc2)n1 (centres undefined)	101	.	0	94	-1	98	99	96	-0.2	22	95

Other structures.
#	canonical_smiles	Rac1 wt modul	Pf gametocyte	ABCG2 block	Rab7 wt modul	Mcl1-Noxa inh	HRas wt GTP bind	Cdc42 wt GTP	Rac1 mut GTP	ABCB1 inh	Avidin fluor	Rab2 wt GTP
61	NS(=O)(=O)c1ccc(CCNC(=O)CCC2COc3ccccc3O2)cc1 (centres undefined)	105	6	10	99	13	99	103	100	0.2	32	100
62	CCCOc1ccc(/C=N/O)cc1	102	.	2	96	-14	101	104	97	0.3	37	99
63	COc1cc2c(cc1OC)C(c1ccccc1)N(S(C)(=O)=O)CC2 (centres undefined)	99	27	0	107	10	98	97	96	0.0	3	100
64	Cc1cc(CNC(=O)CCc2nnc(CCCc3ccccc3)o2)nn1C	99	.	2	94	4	98	99	95	-2.1	6	97
65	CCOC(=O)N1CCN(C(=O)CN(C2CCCCC2)S(=O)(=O)c2ccc(C)cc2)CC1	102	.	2	100	-4	101	102	98	1.7	8	101

From PubChem
